Rpn11 block: blocks the human proteasome subunit Rpn11 | calls only at 20 µM | O00487 | AID 588493 | human 26S proteasome, Ub4-pepOG fluorescence polarization; 20S core pre-blocked with epoxomicin | actives 0.59% (n = 360,000);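 active = inhibition at 20 µM, scaled to each plate's controls, above about 33%, limit read from the data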
Scp-1 inhibitor: blocks human Scp-1 phosphatase activity; Q9GZU7; Recombinant Scp1, phosphopeptide, malachite green phosphate absorbance; inhibition, % at 20 µM; actives 0.88% (n = 340,000); AID 493091;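 active = inhibition above about 50% at 20 µM, limit read from the data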;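 also: plate controls were DMSO wells with enzyme for no effect and wells lacking enzyme for full effect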
Target sequence (Q9GZU7 76-261 limits assumed): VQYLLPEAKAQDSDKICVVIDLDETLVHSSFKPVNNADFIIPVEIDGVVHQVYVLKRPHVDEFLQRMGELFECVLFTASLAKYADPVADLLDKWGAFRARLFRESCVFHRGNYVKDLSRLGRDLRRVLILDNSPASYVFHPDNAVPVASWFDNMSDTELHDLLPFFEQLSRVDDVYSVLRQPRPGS
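Incubation: 45 min enzyme reaction at room temperature / System: truncated SCP-1 phosphatase (76-261aa) / Reagent: Phospho 17-mer peptide substrate / Buffer or medium: Acidic Tris acetate buffer with magnesium and detergent / Signal: absorbance at 630 nm / Doses: one concentration, 20 µM, with 1.0% DMSO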
CSN inh: CSN deneddylation inhibition. Q92905. Purified CSN, SCF-Nedd8-OG deneddylation, fluorescence polarization. inhibition, % at 12.5 µM. actives 0.38% (n = 360,000);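 active = pattern-corrected inhibition above about 35%, with an unprinted fluorescence ratio check between 0.5 and 1.5, limit read from the data, passing the limit was not always enough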;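 also: 0% = enzyme with substrate and 100% = substrate without enzyme; some results filed as inactive read as strong as hits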
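Assay system: purified human Csn5 enzyme expressed in HEK293T cells; measure: % inhibition; also added: SCFSkp2-Nedd8OG substrate at 10 nM final; technique: fluorescence polarization; times: reaction 90 min, room temperature; medium: Tris buffer pH 7.5, NaCl, DTT, Tween-20, trehalose, ovalbumin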
DNMT1 block: DNMT1 (human) enzyme inhibition; DNMT1 molecular beacon, Hinp1I cleavage, fluorescence; inhibition (reported as % activation of signal), % at 10 µM; actives 0.83% (n = 360,000); AID 588458; in the data active = inhibition above about 50%
STEP inh: inhibitors of human striatal-enriched phosphatase STEP; P54829; recombinant STEP, OMFP fluorogenic substrate, fluorescence; inhibition, % at 20 µM; actives 0.25% (n = 360,000); AID 588621;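 active = inhibition at 20 µM, scaled per plate between control wells, above about 37%, limit read from the data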;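 also: 0% = DMSO with enzyme and substrate and 100% = substrate only without enzyme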
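Assay system: isolated STEP enzyme / Timing: 20 min at room temperature, dark / Doses: 20 µM, 1% DMSO / Technique: fluorescence intensity, excitation 480 nm, emission 540 nm / Reagent: fluorogenic phosphatase substrate OMFP at 25 µM final / Measure: percent inhibition scaled to no-enzyme and uninhibited-enzyme controls, plate-pattern corrected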
NadD inh: NadD (S. aureus) enzyme inhibition; purified NadD enzyme, colorimetric absorbance read-out; inhibition, % at 20 µM; actives 0.78% (n = 360,000); AID 602399; in the data active = inhibition above about 26%; also: some compounds past the cut are filed as inactive
Rin1 Abl inh: blocks binding of human Rin1 to Abl; inhibition, % at 7.35 µM; actives 0.4% (n = 360,000); TR-FRET Rin1/Abl binding, biochemical; P00519+Q13671; in the data active = inhibition above about 5%, passing the limit was not always enough
SUMO1-SIM PPI: modulators of human SUMO1-mediated protein-protein interactions. actives 0.33% (n = 360,000). inhibition, % at 20 µM. P63165. AID 602429. SUMO1 binding to a labelled peptide, TR-FRET, 1 h; in the data active = inhibition above about 37%
Neddyl block: cullin neddylation inhibition; P61081+Q13564; TR-FRET cullin neddylation, biochemical; calls only at 25 µM; actives 0.58% (n = 360,000); AID 651699; in the data active = inhibition above about 36%
Target sequence (P61081 whole entry, looked up): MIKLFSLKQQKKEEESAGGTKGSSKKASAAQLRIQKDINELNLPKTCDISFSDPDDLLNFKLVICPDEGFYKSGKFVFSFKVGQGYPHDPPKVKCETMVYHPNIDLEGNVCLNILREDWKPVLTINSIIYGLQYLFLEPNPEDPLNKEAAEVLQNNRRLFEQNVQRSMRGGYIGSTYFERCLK
Target sequence (Q13564 whole entry, looked up): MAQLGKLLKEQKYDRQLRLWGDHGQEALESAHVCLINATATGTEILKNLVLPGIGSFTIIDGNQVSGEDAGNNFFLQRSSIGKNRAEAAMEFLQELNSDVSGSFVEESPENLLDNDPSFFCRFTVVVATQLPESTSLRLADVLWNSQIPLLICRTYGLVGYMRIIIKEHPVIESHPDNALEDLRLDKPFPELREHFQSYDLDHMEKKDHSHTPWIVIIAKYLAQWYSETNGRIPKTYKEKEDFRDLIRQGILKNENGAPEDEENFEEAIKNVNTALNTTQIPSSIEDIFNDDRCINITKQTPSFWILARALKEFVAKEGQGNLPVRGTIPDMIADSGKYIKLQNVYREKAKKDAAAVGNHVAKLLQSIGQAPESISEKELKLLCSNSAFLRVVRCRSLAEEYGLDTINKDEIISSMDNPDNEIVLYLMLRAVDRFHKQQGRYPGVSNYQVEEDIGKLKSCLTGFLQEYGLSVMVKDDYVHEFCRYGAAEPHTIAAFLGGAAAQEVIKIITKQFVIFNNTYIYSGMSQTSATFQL
LMPTP inh: blocks human LMPTP phosphatase; actives 0.22% (n = 360,000); P24666; recombinant LMPTP-A, OMFP fluorogenic substrate, fluorescence intensity; inhibition, % at 20 µM;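 active = compounds that cut the enzyme signal by at least half of the control window in the single-dose screen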;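 also: plate controls were DMSO wells with enzyme plus substrate for no effect and substrate without enzyme for full effect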
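Test system: LMPTP-A, protein tyrosine phosphatase of low molecular weight; Input: 0.625 nM enzyme; Incubation: 50 min dark incubation at room temperature; Signal: endpoint fluorescence intensity from OMFP dephosphorylation; Read-out basis: % inhibition versus control wells.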
An asterisk follows results filed as active; i = inactive; · = no result given.

SMILES	Rpn11 block	Scp-1 inhibitor	CSN inh	DNMT1 block	STEP inh	NadD inh	Rin1 Abl inh	SUMO1-SIM PPI	Neddyl block	LMPTP inh
CCc1cccc(CC)c1NC(=O)C1CCN(C(=O)c2ccco2)CC1	i	-4	-3	0	-4	-8	0	1	i	-0.1
COC(=O)C(Cc1ccccc1)NC(=O)CC(C)CC(=O)Nc1ccc(OC)cc1OC (stereo not drawn)	i	1	-3	-4	0	0	1	6	i	-1.1
CC(=O)Nc1ccc(Sc2ccccc2C(=O)Nc2ccc(F)cc2)cn1	i	1	-2	-1	1	2	1	3	i	-0.6
CCn1cc(C(=O)O)c(=O)c2cc(F)c(N/N=C/c3ccccc3)cc21	i	-5	-11	-7	-3	6	-5	19	·	21
Cc1cccc(CSc2nnc([C@@H]3CCCN3C(=O)OC(C)(C)C)o2)c1	i	-7	6	0	2	-2	3	-1	i	-1.1
C=CCn1c(=O)c2c(C)c(C)sc2n2c(Nc3ccccc3)nnc12	i	-3	5	0	4	6	3	1	i	1.3
CC(=O)NCCNc1nc2cc(-c3ccccc3)sc2c(=O)n1C	i	·	4	4	2	2	-9	-36	i	0.8
COc1ccc(S(=O)(=O)N2CCCCC2)cc1NC(=O)c1[nH]c(C)c(C(C)=O)c1C	i	-13	2	-2	-1	4	3	-6	i	0.5
CCNC(=O)/C=C/c1ccccc1[N+](=O)[O-]	i	-5	0	-1	2	-4	-3	-15	i	-0.3
O=C(O)CCN(Cc1ccccc1)S(=O)(=O)c1ccccc1Cl	i	-3	1	2	-1	-11	-6	1	i	-3.0
OC(CN1CCOCC1)Cn1c(-c2cccc(Cl)c2)nc2ccccc21 (stereo not drawn)	i	4	-1	5	0	0	2	-3	i	-0.4
O=S(=O)(c1ccccc1)N1CCN(Cc2c(O)ccc3ccccc23)CC1	i	2	0	-7	0	6	0	0	i	1.0
O=S(=O)(Nc1cccc(-c2ccc(N3CCCCCC3)nn2)c1)c1ccc(C(F)(F)F)cc1	i	7	2	-11	1	36*	4	-1	i	4.0
C=CCn1c(O)c(N=NC(=S)Nc2ccc(OC)cc2)c2ccccc21	i	-16	-1	-6	1	5	6	-20	i	1.1
CC(C)(C)NC(=O)c1cc(Cl)ccc1[N+](=O)[O-]	i	-6	-3	0	-4	-2	0	-16	i	-1.0
CCOC(=O)C(=NC(C)CC)NNc1ccc(Br)cc1 (stereo not drawn)	i	-4	1	-2	-2	5	-3	-2	i	0.0
COC(=O)[C@H](NC(=O)c1cc([C@@H](NC(=O)OC(C)(C)C)C(C)C)sc1N)C(C)C	·	·	3	·	·	·	·	-3	i	-1.4
Oc1c(Br)cc(Br)cc1C=NCc1ccccc1	i	-10	0	0	1	2	3	-7	i	0.7
Cc1ccc2nc(SCC3CCCCO3)[nH]c2c1 (stereo not drawn)	i	2	4	-5	-4	-5	-2	0	i	-0.4
CN1CCC(N(C)C(=O)c2ccccc2Nc2ccc(SC(F)F)cc2)CC1	i	-14	3	0	0	-5	3	-3	i	-6.4
CCCOc1ccc(N2C(=O)CC(N3CCC(O)(c4cccc(C(F)(F)F)c4)CC3)C2=O)cc1 (stereo not drawn)	i	-1	3	-5	-2	-2	6	-1	i	-2.5
Cc1ccc(/C=N/NC(=O)C(=O)N/N=C/c2ccc(C)o2)o1	i	5	-10	2	-1	0	-2	-15	i	0.2
COc1ccc(-c2ccc3[nH]c4c(c3c2)CCN2C(=O)[C@@H]([C@H](C)O)[C@@H](N(C)C(=O)Nc3ccccc3)C[C@@H]42)cc1	i	·	-1	-25	3	-1	-3	8	·	1.5
O=C(COC(=O)C12CC3CC(CC(C3)C1)C2)NCc1ccco1	i	12	4	13	0	-1	2	1	i	4.0
CC(=O)c1ccccc1C(=O)N1CCCC(CNC(=O)c2ccc(F)cc2)C1 (stereo not drawn)	i	·	3	5	-3	-8	-2	6	i	-2.2

Six compounds from above with just NadD inh, Rpn11 block and Scp-1 inhibitor:
Molecule,NadD inh,Rpn11 block,Scp-1 inhibitor
CC(=O)NCCNc1nc2cc(-c3ccccc3)sc2c(=O)n1C,2,i,·
COc1ccc(S(=O)(=O)N2CCCCC2)cc1NC(=O)c1[nH]c(C)c(C(C)=O)c1C,4,i,-13
CCNC(=O)/C=C/c1ccccc1[N+](=O)[O-],-4,i,-5
O=C(O)CCN(Cc1ccccc1)S(=O)(=O)c1ccccc1Cl,-11,i,-3
OC(CN1CCOCC1)Cn1c(-c2cccc(Cl)c2)nc2ccccc21 (stereo not drawn),0,i,4
O=S(=O)(c1ccccc1)N1CCN(Cc2c(O)ccc3ccccc23)CC1,6,i,2

One compound at a time, from the list above. Order of screens: Rpn11 block | Scp-1 inhibitor | CSN inh | DNMT1 block | STEP inh | NadD inh | Rin1 Abl inh | SUMO1-SIM PPI | Neddyl block | LMPTP inh
Profile of CCNC(=O)/C=C/c1ccccc1[N+](=O)[O-] → i | -5 | 0 | -1 | 2 | -4 | -3 | -15 | i | -0.3
Profile of CCCOc1ccc(N2C(=O)CC(N3CCC(O)(c4cccc(C(F)(F)F)c4)CC3)C2=O)cc1 (stereo not drawn) → i | -1 | 3 | -5 | -2 | -2 | 6 | -1 | i | -2.5

Later entries:
SMILES	Rpn11 block	Scp-1 inhibitor	CSN inh	DNMT1 block	STEP inh	NadD inh	Rin1 Abl inh	SUMO1-SIM PPI	Neddyl block	LMPTP inh
Cc1cc(S(=O)(=O)N2CCOCC2)ccc1OCC(=O)NCC1CCCO1 (stereo not drawn)	i	-7	-4	2	-2	-7	3	-1	i	-0.3
CCOC(=O)C1CCN(CC(=O)c2c(C)[nH]c3ccccc23)CC1	i	-2	5	-1	-1	4	1	13	i	0.9
COc1cc2nc(C3CCC3)n(NC(=O)C3CCC(OC)CC3)c(=O)c2cc1OC (stereo not drawn)	i	-6	1	-2	2	7	-1	-1	i	0.1
CC(C)CNC(=S)N1CCC(C(=O)c2ccc(Cl)cc2)CC1	i	·	-6	0	2	-4	3	3	i	-0.9
CCn1c(C)c(C(C)=O)c(N2CCN(c3ccc(F)cc3)CC2)nc1=S	i	-3	8	-2	2	3	0	-2	i	-0.3
Cc1cccc(NC(=O)CN2CCN(C(=O)CNC(=O)c3ccc(-c4ccccc4)cc3)CC2)c1C	i	·	-3	-3	1	9	-1	-6	i	0.3
COc1ccc(-c2cc(-c3cccs3)c(C#N)c(SCC(=O)NCc3ccccc3OC)n2)cc1	i	-12	-1	28	-1	6	0	-2	i	-0.8
Cc1cc(OCCn2cncn2)ccc1[N+](=O)[O-]	i	3	2	1	-2	-4	2	3	i	-1.8
CCC(C)n1c(SCC(=O)NC(=O)Nc2ccc3c(c2)OCCO3)nc2ccccc2c1=O (stereo not drawn)	i	-10	-4	-2	0	2	8	-1	i	1.4
CC1CCN(C(=O)c2ccccc2NC(=O)c2cccs2)CC1	i	-2	-5	-1	2	-4	3	0	i	0.7
CCc1n(CC(O)COCc2ccccc2)c2ccccc2[n+]1C (stereo not drawn)	i	5	8	-2	-3	7	1	2	i	-1.7
Nn1c(SCC(=O)Nc2ccc(N3CCOCC3)cc2)nnc1C1CC1	i	-13	4	-2	-4	-4	3	2	i	0.6
O=C1CCC(C(=O)N2CCCC(N3CCN(c4cccc(C(F)(F)F)c4)CC3)C2)=NN1 (stereo not drawn)	i	-1	-1	-3	-2	1	-3	2	i	0.4
Cc1nn(S(=O)(=O)N(C)C)c(C)c1CN1C(=O)c2ccccc2C1=O	i	-5	-2	4	-1	-7	-5	-19	i	0.2
O=C(Cc1cccs1)Nc1ccc(S(=O)(=O)N2CCCC2)cc1	i	59*	10	37	5	2	3	-2	i	7.4
O=C(NCc1ccco1)C1CCN(C(=O)c2cc3sccc3n2Cc2ccc(F)cc2)CC1	i	-5	-7	1	1	9	0	-1	i	-1.0
CCOC(=O)c1ccc(NC(=O)CSc2nnc(-c3ccncc3)n2C)cc1	i	-11	4	-9	3	-2	4	0	i	-1.7
NC(=O)N=Nc1c(O)n(Cc2ccccc2)c2ccc(Br)cc12	i	-9	0	-1	1	-3	-5	-13	i	4.1
CCOc1ccc(S(=O)(=O)N2CCC(C(=O)OCc3ccc(OC)cc3)CC2)cc1	i	-12	2	-1	0	2	4	0	i	3.7
O=C(NCc1cccnc1)C12CC3CC(CC(Cl)(C3)C1)C2	i	20	1	-1	-2	6	-5	-14	i	-8.3
COc1ccc(C(=O)NC(=S)Nc2cccc(NC(=O)c3ccco3)c2)cc1[N+](=O)[O-]	i	-14	5	-2	-5	10	1	0	i	1.7
Cc1cc2nc(C)c(Cc3ccccc3)c(=O)n2[nH]1	i	-4	2	0	-3	-2	-2	3	·	-0.4
Cc1ccc(Cn2c(=N)c(C(=O)NC3CCCC3)cc3c(=O)n4ccccc4nc32)cc1	i	22	3	-1	-2	10	-2	-26	·	5.5
CCCCc1nc(SCc2ccc([N+](=O)[O-])cc2)n[nH]1	i	1	-1	-1	0	-4	0	-30	i	-1.8
O=C(OCC#CCSc1nnc(-c2cccc3ccccc23)o1)c1ccc(Br)cc1	i	-11	-2	1	8	-7	0	5	i	2.4
Cc1cccc(NC(=O)c2nc[nH]c2C(=O)N(C)Cc2ccccc2)c1	i	-5	1	-3	-2	4	3	5	i	0.3
CCc1nc2oc3ccccc3c(=O)c2c(=O)n1CCOC	i	-2	-4	-1	0	0	4	-3	i	-1.3
